CR mimetic SO – lowers age-related superoxide in aged yeast cells; actives 0.18% (n = 330,000); S. cerevisiae aged cells, superoxide DHE fluorescence; active compounds read low; superoxide response (% of plate mean), % at 10 µM;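 active = superoxide response under a set limit, about three screen SD below normal, cut at about 65% in these data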;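 also: yeast aged for seven days with compound at 30 °C before DHE staining; 100% = average MFI of all compound-treated wells on the plate with controls excluded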
RPL19A TOR yeast – yeast TOR pathway RPL19A-GFP modulation. S. cerevisiae RPL19A-GFP strain, flow cytometry, 3 h; active compounds read low. percent response vs DMSO, % at 10 µM. actives 0.3% (n = 330,000);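 active = percent response vs DMSO below 50%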;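 also: median channel GFP fluorescence of the barcoded RPL19A-GFP strain; ratio of sample median GFP to plate DMSO average so 100% = DMSO; lower means less RPL19A-GFP as with rapamycin TOR inhibition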
AHR act – human AHR activation; actives 2.5% (n = 320,000); AHR-responsive luciferase reporter cells, luminescence; P35869; activation, % at 5 µM; in the data active = activation above about 47%;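 also: 0% = vehicle wells and 100% = reference agonist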
procasp3 activ – activates human procaspase-3; P42574; recombinant procaspase-3 D3A, Ac-DEVD-pNA absorbance 405 nm; activation, % at 8.5 µM; actives 0.11% (n = 330,000);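 active = activation above the mean of all tested compounds plus 3 SD, cut at about 21% in these data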;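 also: 0% = DMSO alone and 100% = DMSO wells spiked with extra 5 µM PC-3 D3A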
Target sequence (P42574 whole entry D9A/D28A/D175A): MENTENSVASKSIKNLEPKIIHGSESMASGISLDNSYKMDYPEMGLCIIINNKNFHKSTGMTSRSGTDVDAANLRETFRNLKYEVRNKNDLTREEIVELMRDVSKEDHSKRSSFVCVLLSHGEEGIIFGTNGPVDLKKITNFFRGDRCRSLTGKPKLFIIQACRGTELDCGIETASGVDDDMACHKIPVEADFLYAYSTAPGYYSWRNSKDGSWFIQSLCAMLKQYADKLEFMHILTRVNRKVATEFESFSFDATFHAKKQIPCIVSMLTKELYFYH
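Assay system – Procaspase-3 D3A mutant, all three cleavage aspartates alanine · Controls – DMSO-only low control, 5 µM PC-3 D3A high control · Schedule – 1 h compound preincubation, 2 h substrate hydrolysis at 25 °C · Signal – 405 nm absorbance of p-nitroaniline, reads at 0 and 120 min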
proCasp7 act – counter-screen for procaspase-3 activators: activators of human procaspase-7 | activation, % at 8.5 µM | P55210 | recombinant procaspase-7, Ac-DEVD-pNA absorbance 405 nm; D23A/D198A/D206A triple mutant, cannot self-cleave; scale: DMSO 0, 5 µM enzyme 100 | AID 463210 | actives 0.093% (n = 330,000);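 active = percent activation above the screen-wide mean plus 3 SD, cut at about 25% in these data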
Target sequence (P55210 whole entry D23A/D198A/D206A): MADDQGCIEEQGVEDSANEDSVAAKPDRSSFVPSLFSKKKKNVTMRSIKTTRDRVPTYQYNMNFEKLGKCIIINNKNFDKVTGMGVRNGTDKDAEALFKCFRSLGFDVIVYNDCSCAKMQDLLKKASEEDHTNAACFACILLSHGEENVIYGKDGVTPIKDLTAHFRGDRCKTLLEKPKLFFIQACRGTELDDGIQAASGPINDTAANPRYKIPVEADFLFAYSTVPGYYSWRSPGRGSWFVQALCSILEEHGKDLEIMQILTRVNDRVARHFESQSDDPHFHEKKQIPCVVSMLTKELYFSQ
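Assay system: Uncleavable procaspase-7 mutant enzyme | Input: 2 µM procaspase-7 mutant as dispensed | Timing: 1 h compound preincubation, 2 h substrate cleavage, 25 °C | Repeats: One well per compound | Control set: DMSO wells as 0%, DMSO with 5 µM added PC-7 as 100% | Technique: Epi-absorbance of released pNA at 405 nm, two timepoints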
MEP2 TOR yeast – modulators of TOR pathway MEP2-GFP in S. cerevisiae. S. cerevisiae MEP2-GFP strain, flow cytometry GFP, 3 h; 100% = DMSO control level. GFP response vs DMSO, % at 10 µM. actives 0.51% (n = 330,000);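 active = GFP response versus DMSO above a set limit, roughly screen mean plus 3 SD, cut at about 180% in these data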;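 also: median GFP fluorescence of the barcode-gated MEP2-GFP cells per well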
LAP4 TOR yeast – yeast TOR pathway LAP4-GFP modulation; S. cerevisiae LAP4-GFP multiplex, flow cytometry GFP, 3 h; median GFP as percent of DMSO wells; GFP response vs DMSO, % at 10 µM; actives 0.34% (n = 320,000); AID 2023;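 active = GFP response vs DMSO above a set limit, about the screen mean plus 3 SD, cut at about 150% in these data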
JMJD2C inh – human JMJD2C demethylase inhibition; Q9H3R0; GST-JMJD2C(1-420) H3K9me3 demethylation, DELFIA europium; inhibition, % at 2.35 µM; actives 0.069% (n = 330,000);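 active = more than half of a compound's replicate wells show inhibition beyond 50%, single wells judged on their own value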;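 also: signal counts dimethyl H3K9 product captured on neutravidin plate; 0% = median of DMSO wells and 100% = 0.3 times that DMSO median; strong numbers were not always called active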
Target sequence (Q9H3R0 1-420 limits assumed): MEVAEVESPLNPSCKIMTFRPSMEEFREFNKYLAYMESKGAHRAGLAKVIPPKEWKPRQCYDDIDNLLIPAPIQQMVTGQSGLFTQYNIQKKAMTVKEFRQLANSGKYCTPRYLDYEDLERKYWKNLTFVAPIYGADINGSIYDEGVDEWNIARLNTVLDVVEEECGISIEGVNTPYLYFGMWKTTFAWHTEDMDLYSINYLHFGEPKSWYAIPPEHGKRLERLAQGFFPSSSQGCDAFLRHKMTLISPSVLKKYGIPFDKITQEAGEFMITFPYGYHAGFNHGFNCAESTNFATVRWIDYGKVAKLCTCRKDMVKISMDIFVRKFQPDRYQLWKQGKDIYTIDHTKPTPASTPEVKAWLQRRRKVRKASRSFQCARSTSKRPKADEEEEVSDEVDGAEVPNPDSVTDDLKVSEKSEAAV
The depositor's hits bear a star; nt = not tested or not shown.

SMILES	CR mimetic SO	RPL19A TOR yeast	AHR act	procasp3 activ	proCasp7 act	MEP2 TOR yeast	LAP4 TOR yeast	JMJD2C inh
CCOc1ccc(N(C)S(=O)(=O)c2ccc3[nH]cc(C(=O)NCCCOC)c(=O)c3c2)cc1	85	99	48*	7	2	103	90	-8
CC1CC(C)CN(CCC(=O)Nc2ccc(Br)cc2)C1 (stereo unspecified)	100	104	17	-13	-4	104	88	6
C#CCOCCOCCOCCNc1nc(N2CCN(C(=O)[C@H](CCCCN)n3cc([C@@H](N)[C@H](C)CC)nn3)CC2)nc(N2CCN(C(=O)[C@H](CCCCN)n3cc([C@@H](N)CC(N)=O)nn3)CC2)n1	79	nt	-2	-2	4	nt	nt	-25
OCc1cccc[n+]1Cc1ccccc1	92	107	1	6	3	113	123	9
Cc1cc(-c2n[nH]c(=S)n2/N=C/c2cccs2)n[nH]1	82	99	39	10	-8	106	89	-1
O=C(NC1CCN(Cc2ccccc2)CC1)C1CCCN(S(=O)(=O)c2cccc3nonc23)C1 (stereo unspecified)	109	101	-2	-4	-8	104	101	-15
C/C(=N\NC(=O)CN(c1ccccc1)S(=O)(=O)c1ccccc1[N+](=O)[O-])C(C)(C)C	98	106	3	3	2	109	101	-1
O=C(CCS(=O)(=O)c1ccc(Cl)cc1)Oc1ccc2c(c1)OCO2	103	95	5	0	7	96	93	-31
CCOC(=O)c1c(NC(=O)CSc2nc(C)cc(C)c2C#N)sc(C(C)=O)c1C	98	97	2	2	2	97	100	12
CCOc1ccc(NC(=O)CN(C)C(=O)c2c(C)noc2C)cc1OCC	95	94	6	8	1	100	105	-4
O=C(NCc1ccccc1)c1nc(S(=O)(=O)Cc2ccccc2)ncc1Cl	88	96	1	-7	-12	99	105	-43
CCOc1ccc(NC(=S)NC(=O)c2cncc(Br)c2)cc1	107	96	2	-7	2	98	106	-6
Cc1[nH]n(-c2ccc(Cl)c(Cl)c2)c(=O)c1CCO	102	99	3	1	-2	97	100	22
COc1ccc(OCC(=O)Nc2ccc3c(c2)nc2n3CCSC2)cc1	97	99	-2	2	0	98	103	0
COc1ccc(C(CNC(=O)c2ccc(C)c(S(=O)(=O)Nc3ccccc3OC)c2)N2CCCC2)cc1 (stereo unspecified)	105	99	7	15	-10	97	98	-1
O=C(CCN1CCOCC1)NCC1COc2ccccc2O1 (stereo unspecified)	97	99	0	2	7	99	95	6
O=C(O)CCCC(=O)Nc1ccccc1C(=O)N1CCCC1	94	98	0	5	-4	104	99	-6
CN(CC(=O)NC1CCCc2ccccc21)S(=O)(=O)c1cccs1 (stereo unspecified)	102	106	8	8	2	109	109	9
COc1ccc(CN2CCN(C(=O)c3cccs3)CC2)c(OC)c1OC	91	94	0	-3	5	93	90	3
COc1ccc(-c2ccc(=O)n(Cc3ccc([N+](=O)[O-])cc3)n2)cc1	105	94	8	4	-2	104	103	-2
O=C(Cn1ccc(C(F)(F)F)n1)Nc1cccc(S(=O)(=O)N2CCCCC2)c1	79	100	5	1	4	99	90	-2
COc1ccc(NC(=S)NCc2ccc(S(N)(=O)=O)cc2)c(OC)c1	104	106	2	-5	-7	94	98	0
CCCCn1c(SCC(=O)N2CCOCC2)nnc1-c1cccs1	105	100	-2	2	-6	108	102	27
Cc1ccc(CNC(=O)C2CCCN(Cc3cnn(-c4ccccc4)c3-n3cccc3)C2)cc1 (stereo unspecified)	91	99	1	16	3	102	109	-5
Cc1ccc(C)c(S(=O)(=O)NCc2ccc(C(=O)NCc3ccccn3)cc2)c1	85	94	6	0	10	96	93	-12

15 entries out of the list, arranged by molar mass, highest first.
SMILES	CR mimetic SO	RPL19A TOR yeast	AHR act	procasp3 activ	proCasp7 act	MEP2 TOR yeast	LAP4 TOR yeast	JMJD2C inh
C#CCOCCOCCOCCNc1nc(N2CCN(C(=O)[C@H](CCCCN)n3cc([C@@H](N)[C@H](C)CC)nn3)CC2)nc(N2CCN(C(=O)[C@H](CCCCN)n3cc([C@@H](N)CC(N)=O)nn3)CC2)n1	79	nt	-2	-2	4	nt	nt	-25
O=C(NC1CCN(Cc2ccccc2)CC1)C1CCCN(S(=O)(=O)c2cccc3nonc23)C1 (stereo unspecified)	109	101	-2	-4	-8	104	101	-15
Cc1ccc(CNC(=O)C2CCCN(Cc3cnn(-c4ccccc4)c3-n3cccc3)C2)cc1 (stereo unspecified)	91	99	1	16	3	102	109	-5
CCOC(=O)c1c(NC(=O)CSc2nc(C)cc(C)c2C#N)sc(C(C)=O)c1C	98	97	2	2	2	97	100	12
CCOc1ccc(NC(=S)NC(=O)c2cncc(Br)c2)cc1	107	96	2	-7	2	98	106	-6
COc1ccc(CN2CCN(C(=O)c3cccs3)CC2)c(OC)c1OC	91	94	0	-3	5	93	90	3
CCOc1ccc(NC(=O)CN(C)C(=O)c2c(C)noc2C)cc1OCC	95	94	6	8	1	100	105	-4
CCCCn1c(SCC(=O)N2CCOCC2)nnc1-c1cccs1	105	100	-2	2	-6	108	102	27
CN(CC(=O)NC1CCCc2ccccc21)S(=O)(=O)c1cccs1 (stereo unspecified)	102	106	8	8	2	109	109	9
CC1CC(C)CN(CCC(=O)Nc2ccc(Br)cc2)C1 (stereo unspecified)	100	104	17	-13	-4	104	88	6
COc1ccc(-c2ccc(=O)n(Cc3ccc([N+](=O)[O-])cc3)n2)cc1	105	94	8	4	-2	104	103	-2
O=C(CCN1CCOCC1)NCC1COc2ccccc2O1 (stereo unspecified)	97	99	0	2	7	99	95	6
O=C(O)CCCC(=O)Nc1ccccc1C(=O)N1CCCC1	94	98	0	5	-4	104	99	-6
Cc1[nH]n(-c2ccc(Cl)c(Cl)c2)c(=O)c1CCO	102	99	3	1	-2	97	100	22
OCc1cccc[n+]1Cc1ccccc1	92	107	1	6	3	113	123	9

(continued)
SMILES	CR mimetic SO	RPL19A TOR yeast	AHR act	procasp3 activ	proCasp7 act	MEP2 TOR yeast	LAP4 TOR yeast	JMJD2C inh
Cc1ccc(C)c(NC(=O)N2CCc3ccccc3C2)c1	123	102	-2	11	5	95	113	-1
COC(=O)c1c(C(=O)OC)c(-c2ccc(C)cc2)n2c1CCC2	141	93	5	1	-7	98	93	3
O=C(Nc1nc2ccccc2n1Cc1ccccc1)c1ccco1	105	98	5	-9	0	95	98	-32
COCCSc1nnc(-c2cnccn2)o1	101	101	2	13	13	108	101	0
O=C(O)CCc1ccc(-c2ccc(F)cc2)n1CCC(=O)O	92	99	4	6	-4	107	102	20
Cc1ccc(-c2nnc(-c3cccnc3)o2)cc1	102	98	2	0	5	102	98	1
CCN(CC)C(=O)CSc1nnc(-c2cccc(OC)c2)o1	104	97	8	-1	-10	97	94	-8
CCOC(=O)c1c(NC(C)=O)sc2c(OCC(O)CNC(C)(C)C)c(Br)ccc12 (stereo unspecified)	106	99	4	5	6	98	89	0
Cc1cc[n+](CC(=O)c2ccc(NC(=O)c3ccccc3)cc2)c2ccccc12	97	90	9	3	0	90	103	-25
Cc1ccc(S(=O)(=O)N2CCC(C(=O)Nc3ccccc3N3CCCC3)CC2)cc1	77	91	4	2	-3	93	116	-9
COc1ccc2c(c1)CCc1c(C(=O)Nc3cc(C)n(Cc4ccc(Cl)cc4)n3)noc1-2	126	nt	-3	8	-2	103	107	-11
COC(=O)/C=C/CC(C)OS(N)(=O)=O (stereo unspecified)	106	95	-1	1	-4	90	97	nt
CCN(CCNC(=O)Cn1cc2c(n1)CCCC2)c1ccccc1	98	99	3	2	5	99	97	-1
COc1ccc(C(=O)/C=C/NCc2ccc(C)cc2)cc1	92	98	2	3	12	99	96	7
COC(=O)C(O)(CC(=O)Nc1cc(OC)c(OC)c(OC)c1)C(F)(F)F (stereo unspecified)	103	102	-1	0	-1	110	101	-9
COc1cccc(CN2CCNC(=O)C2CC(=O)NC2CCCCCCC2)c1 (stereo unspecified)	99	98	1	-1	-5	98	96	-3
O=c1oc2ccccc2c(N2CCOCC2)c1[N+](=O)[O-]	104	107	-2	-8	8	100	101	6
O=C(Nc1nncs1)c1cccc(S(=O)(=O)N2CCc3ccccc32)c1	112	97	3	-1	4	96	100	-36
CCOc1ccc(-c2nnn(CC(=O)Nc3ccccc3OC)n2)cc1OCC	79	100	4	9	-1	97	97	-5
CCN(CC(=O)Nc1ccccc1OC)C(=O)c1cc(S(=O)(=O)N2CCCCCC2)ccc1OC	94	97	2	-6	5	103	105	10
CC1CCCC(NC(=O)COC(=O)[C@@H](NC(=O)c2ccco2)C(C)C)C1C (stereo partly specified)	104	105	-2	-7	6	100	98	3
COc1ccccc1NC(=O)Nn1cnnc1	109	121	2	-5	13	141	130	2
COc1cc(C(=O)NCC(=O)N/N=C/c2cccs2)cc(OC)c1OC	116	97	-1	-4	6	96	94	0
Cc1occc1C(=O)NNC(=O)c1ccc(F)cc1	98	100	-5	1	4	97	102	6
COCCNC(=O)[C@H]1N2C(=O)c3c(ccc(OC)c3OC)C2SC1(C)C (stereo partly specified)	89	106	-1	6	-6	104	93	5

Further results
SMILES	CR mimetic SO	RPL19A TOR yeast	AHR act	procasp3 activ	proCasp7 act	MEP2 TOR yeast	LAP4 TOR yeast	JMJD2C inh
COc1ccc(CCNC(=O)Cn2nnc(-c3ccc(OC)c(OC)c3)n2)cc1OC	97	99	-1	1	7	102	98	9
Cc1ccnc(NC(=O)CCC(=O)N(CC(=O)NCc2ccc(F)cc2)c2ccc(F)cc2)c1	108	104	0	3	-12	112	109	-7
CN(c1ccc(OCC(=O)OCC(=O)Nc2cccc([N+](=O)[O-])c2)cc1)S(=O)(=O)c1ccc(F)cc1	108	88	2	4	3	97	97	17
Cc1ccc(-c2noc(CCC(=O)NCCN3CCc4ccccc4C3)n2)cc1	92	103	8	-1	4	101	89	1
COCCCN(C)C1CCN(C(=O)Nc2ccc(F)cc2)CC1	96	104	4	1	-2	96	104	4
Cc1ccccc1-n1c(C)nnc1SCC(=O)N1CC(=O)Nc2ccccc21	82	99	2	8	-2	97	97	3
Nn1cnc2sc3c(c2c1=O)CCC3	93	103	-2	7	3	101	97	4
C(=N\N1CCN(Cc2cccc3ccccc23)CC1)/c1cccs1	94	98	-1	1	1	107	114	2
O=C(COC(=O)c1c(F)cccc1F)NCc1ccc2c(c1)OCO2	106	97	0	9	7	100	98	12
CCOc1cc(/C=N/NC(=O)CCn2nc(C)cc2C)ccc1O	106	107	6	0	2	104	95	0
O=C(NCC1CCCO1)c1ccc(NC(=O)c2cccc([N+](=O)[O-])c2)cc1 (stereo unspecified)	100	100	0	4	12	101	84	9
O=C(NN=C1CCCCCC1)NC1CCCCC1	109	96	1	6	1	92	86	-6
O=C(CCSc1ccccc1)Nc1ccc(S(=O)(=O)Nc2ncccn2)cc1	115	87	0	-5	10	91	85	7

Record cards, from the list above. Order of screens: CR mimetic SO | RPL19A TOR yeast | AHR act | procasp3 activ | proCasp7 act | MEP2 TOR yeast | LAP4 TOR yeast | JMJD2C inh
Record of O=C(NCC1CCCO1)c1ccc(NC(=O)c2cccc([N+](=O)[O-])c2)cc1 (stereo unspecified) → 100 | 100 | 0 | 4 | 12 | 101 | 84 | 9
Record of COCCCN(C)C1CCN(C(=O)Nc2ccc(F)cc2)CC1 → 96 | 104 | 4 | 1 | -2 | 96 | 104 | 4

High-throughput results as filed in PubChem.
